Screening results as filed in PubChem.
FLuc counter = qHTS profiling assay for firefly luciferase inhibitor/activator using purifed enzyme and Km concentrations of substrates (counterscreen for miR-21 project) | Potency, µM (series often up to 57.5 µM), for inactives: at the top dose activity change, negative = inhibition, hits mostly inhibitors | AID 588342, 2011 | actives 6.9% (n = 360,000) | purified FLuc, Km substrates, luminescence inhibition | Luciferin 4-monooxygenase (Photinus pyralis), P08659; active means well fitted inhibition curve with a large enough effect; inconclusive means small, poorly fitted or top-dose-only effect;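 further: plate controls were vehicle for no effect and reference inhibitor for full effect; nearly all actives have a fitted effect of over 55% in size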
Target sequence (P08659 whole entry, looked up): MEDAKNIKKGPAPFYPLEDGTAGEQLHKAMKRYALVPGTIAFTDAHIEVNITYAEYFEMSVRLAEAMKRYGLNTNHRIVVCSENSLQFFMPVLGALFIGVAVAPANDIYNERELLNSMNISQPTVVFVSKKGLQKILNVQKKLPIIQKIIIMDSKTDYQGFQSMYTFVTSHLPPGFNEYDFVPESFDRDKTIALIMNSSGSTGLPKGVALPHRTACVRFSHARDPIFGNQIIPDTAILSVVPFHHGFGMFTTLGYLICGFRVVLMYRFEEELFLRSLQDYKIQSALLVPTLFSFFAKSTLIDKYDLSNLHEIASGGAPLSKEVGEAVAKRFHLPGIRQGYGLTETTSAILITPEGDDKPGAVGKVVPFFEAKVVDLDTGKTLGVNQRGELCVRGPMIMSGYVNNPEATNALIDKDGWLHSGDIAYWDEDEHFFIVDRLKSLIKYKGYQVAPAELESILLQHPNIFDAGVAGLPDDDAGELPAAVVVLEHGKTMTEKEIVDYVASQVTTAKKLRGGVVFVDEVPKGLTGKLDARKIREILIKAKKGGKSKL
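Purified P. pyralis luciferase, 10 nM final, with Km-level 10 uM D-luciferin and 10 uM ATP in 50 mM Tris acetate pH 7.5, 10 mM Mg acetate, 0.01% Tween-20, 0.05% BSA; 6-point qHTS titration about 60 µM downward; luminescence read.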
* marks the source's active call; other numbers are inactive results; ? = inconclusive. Potency means the concentration at half of the fitted maximal effect. These rows are one share of the data; rates above refer to the full screens.

#	structure	FLuc counter
1	Cc1oc2ncn(CC(C)C)c(=O)c2c1C(=O)N1CCN(c2ccccc2F)CC1	6%
2	Cc1cc(Nc2ccc(F)cc2)nc(-n2nc(C)cc2C)n1	-8%
3	CCn1c(C(=O)NCc2ccc(F)cc2)cc2oc3ccccc3c21	1%
4	Cc1ccc(C)c(N2CCN(C(=O)C(C)n3c(C)c4cnn(-c5ccccc5)c(=O)c4c3C)CC2)c1 (centres undefined)	-3%
5	Cc1c(NC(=O)C(F)(F)F)ccc2nc3c(=O)n(C)c(=O)n(C)c3nc12	-14%
6	Cc1ccc(NC(=O)Cn2cc(S(=O)(=O)N3CCC(C)CC3)c3ccccc3c2=O)c(Br)c1	-2%
7	CC(C)c1cc(C(=O)NC(C)c2ccccc2)no1 (centres undefined)	-3%
8	Cc1cccc(CSCCNC(=O)CN(c2ccccc2)S(=O)(=O)N(C)C)c1	0%
9	Fc1ccc2c(c1)-c1nc(-c3ccccc3)cc(-c3ccccc3)c1CO2	1%
10	CCOC(=O)c1c(C)c(-c2ccccc2)n(CC(=O)NCc2ccccc2)c1C	-5%
11	O=C(NCC1(c2ccccc2)CCCC1)C(=O)Nc1cccc(C(F)(F)F)c1	0%
12	COc1ccc(-c2[nH]ncc2C(=O)NCc2cccc(Cl)c2)cc1	-13%
13	O=C(Cn1nc2c(cc1=O)CCCC2)NCc1ccccc1	2%
14	Cc1ccc(CNS(=O)(=O)c2ccc3c(c2)CCN3S(C)(=O)=O)cc1	0%
15	O=C(COc1ccccc1F)Nc1ccc2nc(SCC(=O)N3CCOCC3)sc2c1	21µM*
16	CCCCNc1nc(Oc2ccc(=O)n(-c3ccccc3)n2)nc(N(CC)CC)n1	-17%
17	CCC(Cc1ccccc1)NC(=O)c1csc2c1CCCCC2 (centres undefined)	-1%
18	COc1ccc(CCN2C(=O)CN(C3CCCCCC3)C(=O)C2c2ccc(C)cc2)cc1OC (centres undefined)	4%
19	COc1cc(NC(=O)Cn2nc(-c3ccc(C)c(C)c3)ccc2=O)cc(OC)c1	-1%
20	COc1ccccc1CNC(=O)CCC1N=C2c3ccccc3N=C(SCC(N)=O)N2C1=O (centres undefined)	0%
21	Cc1cccc2c1-c1sc(C(=O)N3CCN(c4cccc(Cl)c4)CC3)cc1CO2	2%
22	COc1ccc(NC(=O)CN(c2cc(C)cc(C)c2)S(=O)(=O)c2c(C)noc2C)cc1Cl	-5%
23	O=C(NCc1ccccc1Cl)c1ccc2c(c1)ncn2-c1cccc(F)c1	?
24	COc1cccc(-c2cnc(NCc3ccccc3Cl)n2C)c1	?
25	Cc1ccc(OCC(=O)Nc2nnc(SCc3cc(=O)c4ccccc4[nH]3)s2)cc1	?
26	O=C(NC1CCCCC1)c1ccc(Cn2c(SCc3ccccc3F)nc3cccnc32)cc1	8.5µM*
27	CCOC(=O)c1ccc(N2C(=O)c3n[nH]c(-c4ccco4)c3C2c2cccc(F)c2)cc1 (centres undefined)	5%
28	COc1cc(OC)cc(C(=O)N2CC(=O)Nc3ccc(Cl)cc3C2c2ccccc2)c1 (centres undefined)	-1%
29	O=C(NCc1ccco1)c1ccc2c(c1)N(Cc1ccc(Cl)cc1)C(=O)c1ccccc1S2	-11%
30	CCOc1cc2sc(N3CCC(C(=O)Nc4ccc(C)cc4C)CC3)nc2cc1Br	15µM*
31	Clc1ccc(N2CCN(Cc3nnc(-c4ccc5c(c4)OCO5)o3)CC2)cc1	-1%
32	COc1ccc(CNS(=O)(=O)c2cnc(N)nc2)cc1	-2%
33	Cc1ccc2oc(-c3ccc(C)c(NC(=O)c4ccc(C(C)(C)C)cc4)c3)nc2c1	-15%
34	CCn1c(=O)c2cc(C(=O)N(C)c3cc(Cl)c(OC)cc3OC)sc2c2ccccc21	7%
35	COc1ccc(NC(=O)CSc2cc(-c3ccccc3)nc(C)n2)cc1	-10%
36	Cc1ccc(Cn2c(SCc3ccc(C(=O)N4CCCCC4)cc3)nc3ccncc32)cc1	?
37	Cc1ccc(CSc2nc3ccccc3c3nc(CCn4c(C)nc5ccccc54)nn23)cc1	0%
38	COc1ccc(-c2c(C)nn3c(N4CCN(c5ccccc5)CC4)cc(C)nc23)cc1OC	-6%
39	Cc1cccc(Nc2nc(Nc3cccc(C)c3)nc(N3CCOCC3)n2)c1	-7%
40	Cc1ccc(-c2noc(CNC(=O)c3ccccc3)n2)cc1	-9%
41	Cc1cccc(NC(=O)/C(C#N)=C/c2ccc(C)o2)c1	9.5µM*
42	COc1cc(NS(=O)(=O)c2ccc3c(c2)CCN3S(C)(=O)=O)cc(OC)c1	-18%
43	O=C(Nc1cccc(Cl)c1)N1CCSc2ccccc21	4%
44	COc1cccc(-c2cn3ncsc3n2)c1	15µM*
45	CCc1cccc(CC)c1NC(=O)CCS(=O)(=O)c1ccc2c(c1)CCN2C(C)=O	-3%
46	O=C(NC1CCN(Cc2ccccc2)CC1)c1ccc(Cn2c(=O)c3ccccc3n(Cc3cccc(F)c3)c2=O)cc1	-6%
47	CC(=O)N1CCN(c2csc3ccc(Br)cc3c2=O)CC1	15µM*
48	O=C(CCCn1c(=O)c2cccn2c2ccccc21)Nc1cccc(Cl)c1	12µM*
49	COc1cc(OC)cc(-c2nc3nc(C)c(CCC(=O)Nc4cc(C)cc(C)c4)c(C)n3n2)c1	3%
50	CC(=O)N1CCCC1c1nc2ccccc2n1Cc1ccccc1F (centres undefined)	-11%
51	Cc1ccc(Sc2c(C)nn(C(=O)c3ccc(Cl)cc3)c2C)cc1	4%
52	CCc1cccc(NC(=O)Cn2c(=O)n(-c3ccccc3C)c(=O)c3c2c2cc(C)ccc2n3C)c1	3%
53	Cc1c2cnn(CC(=O)NCc3ccc(Cl)cc3)c(=O)c2c(C)n1Cc1ccc(F)cc1	2%
54	CCOc1cccc(CNCCCSc2nnnn2C)c1	-7%
55	CCN1CCN(CCCNC(=O)c2cnn(-c3ccccc3Cl)c2C2CCN(C(=O)OC(C)(C)C)CC2)CC1	-8%
56	Cc1ccc(C)c(NC(=O)C2CCN(c3nn4c(=O)cc(C)nc4s3)CC2)c1	-1%
57	CCCCOC(=O)c1ccc(NS(=O)(=O)c2c(C)nc3scc(C)n3c2=O)cc1	?
58	Cc1ccc(NC(=O)CCc2c(C)nc3cc(-c4ccccc4)nn3c2C)cc1F	11µM*
59	Cc1ccc(Cn2ccn(Cc3cccc(C(F)(F)F)c3)c(=O)c2=O)cc1	-8%
60	CCc1cnc2c(c1SCC(=O)Nc1cc(Cl)ccc1OC)c(=O)n(C)c(=O)n2C	-9%

(further entries)
#	structure	FLuc counter
61	COc1cccc(C(=O)c2cn(CC(=O)NCc3ccccc3Cl)c3nc(C)ccc3c2=O)c1	-5%
62	COc1ccc(-c2csc(-c3nc(-c4ccc(Br)s4)cs3)n2)cc1F	-5%
63	CCOc1ccc(NC(=O)CC2C(=O)N(c3ccc(F)cc3)C(=O)N2CCc2sccc2C)cc1 (centres undefined)	1%
64	CCCN(CCC)c1nc(-c2ccccc2F)nc2ccccc12	-13%
65	Cc1oc2ncn(C)c(=O)c2c1C(=O)NC(C)c1ccccc1 (centres undefined)	-5%
66	CC(NS(=O)(=O)c1ccc2c(c1)CCN2C(=O)CCCC(=O)O)c1ccccc1 (centres undefined)	4%
67	Cc1ccc(C2Nc3ccccc3-n3c(-c4ccccc4)c4c(=O)n(C)c(=O)n(C)c4c32)cc1 (centres undefined)	-2%
68	COc1cccc2cc(-c3nc(-c4ccccc4F)no3)c(=O)oc12	0.17µM*
69	CCCCOc1cccc(C(=O)N(Cc2ccc(C)o2)c2ccccn2)c1	-14%
70	Cc1ccc(-n2ncc(C(=O)N3CCN(Cc4ccccc4)CC3)c2C2CCN(C(=O)OC(C)(C)C)CC2)c(C)c1	6%
71	Clc1ccc(CCNc2nc3ccccc3c3nc(-c4ccccc4)nn23)cc1	-6%
72	CCc1ccccc1NC(=O)CN1C(=O)c2cccnc2Sc2ccccc21	-12%
73	CCc1ccc(NC(=O)CSc2nc3n[nH]c(C)c3c(=N)n2-c2ccc(C)cc2)cc1	1%
74	CC(=O)c1ccc(N2CCN(C(=O)c3cc4cc5cc(C)ccc5nc4s3)CC2)cc1	2%
75	COc1cccc(C(=O)Nc2nc(-c3nnn(-c4ccccc4C(F)(F)F)c3C)ns2)c1	?
76	O=C(Oc1ccc(F)cc1)c1nc(SCc2ccc(F)cc2)ncc1Cl	2%
77	Cc1ccccc1-c1noc(-c2ccc(N3CCN(C)CC3)c([N+](=O)[O-])c2)n1	?
78	COc1ccc(OC)c(/C=C(\C#N)c2nc3ccccc3c(=O)[nH]2)c1	-11%
79	CCCSc1nnc(NC(=O)c2cc(=O)c3ccccc3o2)s1	?
80	Cc1cc(S(=O)(=O)C(CNC(=O)c2ccc(F)c(F)c2)c2cccs2)ccc1F (centres undefined)	-6%
81	Cc1cc(Cl)ccc1OCCSc1nnc(-c2cccs2)o1	-12%
82	CCN(c1ccccc1)c1nnc(NC(=O)Nc2ccc(Br)cc2)s1	-3%
83	COc1ccc(C)cc1NC(=O)N1CCCn2nc(C)cc21	-1%
84	CC1CN(C(=O)N2CCC(C(=O)N3CCN(c4ccccc4)CC3)CC2)c2cc(Cl)ccc2O1 (centres undefined)	-2%
85	Cc1ccc(OCc2nc(C#N)c(NCCc3ccccc3)o2)cc1	-6%
86	COc1ccc(C2=NN(CC(=O)NCCc3ccccc3)C(=O)CC2)cc1	-6%
87	Cc1ccc(CSc2c(C)cnc3c2c(=O)n(C)c(=O)n3C)cc1	4%
88	CCn1ccc2cc(S(=O)(=O)N3CCC(C(=O)NCc4ccc(F)cc4)CC3)ccc21	-1%
89	COc1cccc(NC(=O)C2CCN(c3nnc(C)c4c(C)n(-c5ccccc5)nc34)CC2)c1	-13%
90	O=C(NCc1ccccc1Cl)c1ccc2oc(=O)n(Cc3ccccc3)c2c1	4%

Arranged by formula weight (smallest number first): six of the compounds above
#	structure	FLuc counter
68	COc1cccc2cc(-c3nc(-c4ccccc4F)no3)c(=O)oc12	0.17µM*
69	CCCCOc1cccc(C(=O)N(Cc2ccc(C)o2)c2ccccn2)c1	-14%
77	Cc1ccccc1-c1noc(-c2ccc(N3CCN(C)CC3)c([N+](=O)[O-])c2)n1	?
71	Clc1ccc(CCNc2nc3ccccc3c3nc(-c4ccccc4)nn23)cc1	-6%
88	CCn1ccc2cc(S(=O)(=O)N3CCC(C(=O)NCc4ccc(F)cc4)CC3)ccc21	-1%
61	COc1cccc(C(=O)c2cn(CC(=O)NCc3ccccc3Cl)c3nc(C)ccc3c2=O)c1	-5%

(more compounds)
#	structure	FLuc counter
91	Cc1c(-c2ccccc2)c(=O)oc2c(CN3CCOCC3)c(O)ccc12	-10%
92	COc1c(C)cc(NS(=O)(=O)c2ccc3c(c2)OCCO3)cc1C	-3%
93	CCCN(CCC)CCCNC(=O)Cn1ncc2c3ccccc3n(Cc3ccccc3F)c2c1=O	4%
94	Cc1ccc2cc3cc(C(=O)N4CCN(c5cccc(C(F)(F)F)c5)CC4)sc3nc2c1	-5%
95	CCOc1ccccc1CNC(=O)c1ccc(N2Cc3ccccc3Oc3ncccc32)s1	0%
96	NC(=O)C1CCN(c2nc(-c3cccc4ccccc34)cs2)CC1	?
97	O=C(NCc1ccc(F)cc1)C(=O)NCC(c1ccc2c(c1)OCO2)N1CCOCC1 (centres undefined)	-2%
98	Cc1ccc(C)c(Nc2nnc(-n3nc(C)cc3C)c3ccccc23)c1	-3%
99	Cc1ccccc1OCC(=O)Nc1ccc2oc(-c3ccc(F)cc3)nc2c1	-2%
100	O=C1CC(c2cccc(O)c2)c2cc3c(cc2N1)OCO3 (centres undefined)	-13%
101	CCOc1ccc(NC(=O)CN(c2ccc(CC)cc2)S(=O)(=O)c2c(C)noc2C)cc1	-2%
102	CC(=O)c1c(C)oc2ccc(N(C(=O)Oc3ccccc3)S(=O)(=O)c3ccc(C(C)(C)C)cc3)cc12	-5%
103	CCCCc1ccc(NC(=O)c2cc(-c3ccc(C)c(F)c3)on2)cc1	-13%
104	CCOc1ccc(C(=O)Nc2ccc(-c3nc4cc(C)ccc4o3)cc2)cc1	-14%
105	Cc1cc(C)c(S(=O)(=O)N2CCN(Cc3nc4ccc(C)cc4o3)CC2)c(C)c1	-3%
106	CCOC(=O)c1cc(C)n(CC2CCC(C(=O)Nc3ccc(OCC)cc3)CC2)c1C (centres undefined)	-4%
107	CN(C(=O)CSc1nc2ccccc2n1CC(=O)NCc1ccc(F)cc1)c1ccc(F)cc1	-10%
108	COCc1c(Br)c(C)nc2sc3c(=O)n(-c4cccc(Br)c4)nnc3c12	-6%
109	COc1ccc(C2=C(C)C(N3CCC(C(=O)Nc4ccc(F)cc4C)CC3)=NS2(=O)=O)cc1	-1%
110	COc1ccc(OC(=O)c2nc(SCc3ccccc3C)ncc2Cl)cc1	3%
111	COc1ccccc1NC(=O)C1CCN(S(=O)(=O)c2cn(C)cn2)CC1	-6%
112	Cc1ccc2ncc3c(-c4ccccc4)nn(CC(=O)NC4CCCCC4)c3c2c1	-4%
113	O=C(Nc1ccccc1)c1ccc(Br)c(S(=O)(=O)N2CCCCC2)c1	?
114	N#C/C(=C\c1ccc(Cl)cc1)c1nc(-c2cc3ccccc3oc2=O)cs1	0%
115	N#Cc1cccc(NC(=O)C2CCN(c3cnccn3)CC2)c1	-7%
116	Cc1nc(-c2ccc(S(=O)(=O)NCc3ccc(OC(C)C)cc3)cc2)co1	-13%
117	Cc1ccc(C(=O)Nc2nc3nc(C)cc(=O)n3[nH]2)cc1	-13%
118	O=C(Nc1ccc2oc(-c3cccnc3)nc2c1)c1ccc(-c2cccc(OC(F)(F)F)c2)o1	-3%
119	CCC1CCCCN1C(=O)Cn1c(=O)n(CCCCCC(=O)NCc2ccc(F)cc2)c(=O)c2sccc21 (centres undefined)	-12%
